Screening data as filed in PubChem BioAssay.
All columns: NCI-60 one-dose screen, growth in % after 48 h at 10 µM unless noted; 100 = growth as untreated, 0 = no growth, -100 = all killed.
U251 – U251 CNS tumor cells | AID 1794753 | 80,000 compounds, 5.4% hits
HCC-2998 – HCC-2998 colon cancer; 79,000 compounds, 4.7% hits
KM12 – KM12 colon cancer cells | 82,000 compounds, 5% hits | AID 1794800
SNB-19 – SNB-19 CNS cancer cells; 81,000 compounds, 2.5% hits; AID 1794751
SNB-75 – SNB-75 CNS cancer; 79,000 compounds, 5% hits
SF-295 – SF-295 CNS cancer cells; 79,000 compounds, 5.6% hits
SF-539 – SF-539 CNS cancer. 81,000 compounds, 6.8% hits
SF-268 – SF-268 CNS cancer cells. 82,000 compounds, 3.1% hits. AID 1794759
HCT-116 – HCT-116 colon cancer; 82,000 compounds, 7.3% hits; AID 1794798
* marks the source's active call; other numbers are inactive results; nt = no result given; & = joins results of further samples. The calls were made as follows: active = growth percent below 10; inactive = the rest.

Sample of the layout, 6 compounds:
SMILES	U251	HCC-2998	KM12	SNB-19	SNB-75	SF-295	SF-539	SF-268	HCT-116
COC1/C=C/OC2(C)Oc3c(C)c(O)c4c(O)c(c(/C=N/N(c5ccccc5)c5ccccc5)c(O)c4c3C2=O)NC(=O)C(C)=C/C=C/C(C)C(O)C(C)C(O)C(C)C(OC(C)=O)C1C (centres undefined)	42	71	56	71	67	65	90	81	39
Cn1cc(-c2cc(N)n3nc(-c4cn(C)c5ncccc45)cc3n2)c2cccnc21	-46*	-56*	88	101	nt	63	84	93	63
COC(=O)CCCCCn1c2ccccc2c2c3c(c4c5ccccc5[nH]c4c21)C(=O)N(O)C3=O	10	55	47	30	92	60	25	46	28
CCCCCCCCCCCN	100	104	106	101	110	103	101	102	101
COC(=O)C[C@H](Nc1nc(N)nc(N(C)Cc2ccccc2)c1C=O)C(=O)OC	101	122	111	101	105	nt	106	111	101
COc1ccc(NC(=O)CSc2oc(-c3ccccc3)nc2S(=O)(=O)c2ccc(Br)cc2)c(OC)c1	89	93	82	91	79	92	45	89	69

The listing (from the top)
SMILES	U251	HCC-2998	KM12	SNB-19	SNB-75	SF-295	SF-539	SF-268	HCT-116
COC1/C=C/OC2(C)Oc3c(C)c(O)c4c(O)c(c(/C=N/N(c5ccccc5)c5ccccc5)c(O)c4c3C2=O)NC(=O)C(C)=C/C=C/C(C)C(O)C(C)C(O)C(C)C(OC(C)=O)C1C (centres undefined)	42	71	56	71	67	65	90	81	39
Cn1cc(-c2cc(N)n3nc(-c4cn(C)c5ncccc45)cc3n2)c2cccnc21	-46*	-56*	88	101	nt	63	84	93	63
COC(=O)CCCCCn1c2ccccc2c2c3c(c4c5ccccc5[nH]c4c21)C(=O)N(O)C3=O	10	55	47	30	92	60	25	46	28
CCCCCCCCCCCN	100	104	106	101	110	103	101	102	101
COC(=O)C[C@H](Nc1nc(N)nc(N(C)Cc2ccccc2)c1C=O)C(=O)OC	101	122	111	101	105	nt	106	111	101
COc1ccc(NC(=O)CSc2oc(-c3ccccc3)nc2S(=O)(=O)c2ccc(Br)cc2)c(OC)c1	89	93	82	91	79	92	45	89	69
O=c1c2c3c(sc2nc(N/N=C/c2ccc(Br)cc2)n1Cc1ccccc1)CCCC3	70	37	82	76	106	34	50	68	67
NC1=NC(c2ccc(O)cc2)c2c(n[nH]c2N)N1 (centres undefined)	89	100	98	104	85	96	117	101	86
COc1ccc(C(=O)CSc2nnc3sc(Nc4cccc(Cl)c4)nn23)cc1	105	107	99	101	96	101	103	99	101
NNC1=NCCS1	nt	117	99	94	91	94	101	97	99
O=C(c1ccccc1)c1c(/C=C/c2ccc(Cl)cc2)nc2ccccc2c1/C=C/c1ccccc1	85	96	99	88	84	101	102	90	89
Cc1cccc(C)c1NC(=O)CSC(=S)N1CCCCC1	105	100	98	111	96	101	99	96	100
CCCCCCC(CCCCCCCCCCC(=O)OCC(CC)CCCC)OC(=O)CC (centres undefined)	97	101	102	104	95	95	99	104	102
O=C(Nc1ccc(F)cc1)Nc1ccc(Cl)c([N+](=O)[O-])c1	16	20	12	21	47	8.2*	36	33	7.1*
COc1ccc(-c2cs/c(=N\N=C\c3ccccc3F)n2-c2ccccc2)cc1	35	85	47	54	68	41	47	63	28
COc1cccc(NC(=O)Cn2c(C)c(C#N)c3ccccc32)c1	90	89	93	106	99	77	101	90	83
Cc1nc2sc(C(=O)Nc3cccc(Cl)c3)c(N)c2cc1C(O)c1ccccc1 (centres undefined)	10	18	18	33	47	29	-3.4*	42	14
CCCCCCCCCN(CCCCCCCCC)C(C)C(=O)c1ccc2cc(Br)c3ccccc3c2c1 (centres undefined)	71	48	81	92	85	100	81	87	74
O=[N+]([O-])c1cc2c(cc1Br)C1C(C3C2C(Cl)(Cl)C(Cl)=C(Cl)C3(Cl)Cl)C(Cl)(Cl)C(Cl)=C(Cl)C1(Cl)Cl (centres undefined)	nt	93	106	106	86	96	95	102	90
O=C(O)C1CCCCCC1	97	106	97	99	97	97	82	99	90
Cc1ccc(C)c(NCc2ccccc2)c1	105	91	96	83	nt	103	94	90	83
CN1C(=O)N(C)C2Nn3c(s/c(=C\c4ccc[nH]4)c3=O)=NC21 (centres undefined)	105	110	98	97	92	102	99	103	113
CC(C)(CCC(=S)N1CCOCC1)C1CCCCC1	99	105	88	88	68	89	85	94	84
CN(C)CCC1(c2ccccc2)C=Cc2ccccc21 (centres undefined)	107	123	121	99	91	125	95	103	100
CCC(=O)Sc1ccccc1C(=O)Nc1ccc(Cl)cc1	36	86	65	76	77	35	50	56	26
CCN(CC)C(=O)NS(=O)(=O)c1ccc(C)cc1	86&102	96&111	80&99	91&97	86&88	72&104	90&94	92&107	69&103
COc1ccc(/C=N\NC(=O)c2cnn(CC(O)c3ccccc3)c2N)cc1Oc1ccccc1 (centres undefined)	67	92	51	84	78	62	58	88	61
O=c1c2ccccc2nc(COc2ccccc2)n1/N=C/c1ccc(N2CCCCC2)cc1	69	90	81	43	75	82	67	67	57
C=C1c2nc3ccccc3n2C=C(c2ccc(OC)cc2)N1Cc1ccc(Cl)cc1	91	102	101	74	108	107	114	105	73
CCCSc1ccc2nc(NC(=O)CCOC)sc2c1	43	80	57	65	61	76	74	62	30
CC(NCCNC(C)c1cccnc1)c1cccnc1 (centres undefined)	93	101	103	99	90	99	88	107	95
Nc1nn(C(=O)c2ccncc2)cc1-c1ccccc1	104	101	104	98	59	96	99	108	101
COCCC[C@H]1O[C@@](O)([C@H](C)[C@@H]2CC(OC)C(O)/C=C(C)/C=C(C)/C=C(\C)C(OC3O[C@@H](C)[C@H](O)C(O)[C@@H]3O)C(C)/C=C(C)/C=C(OC)/C=C(\C)C(=O)O2)C(OC)C(O)[C@]1(C)O[C@H]1C[C@@H](O)[C@H](O[C@H]2C[C@](C)(O)[C@H](O)C(C)O2)C(C)O1 (some centres undefined)	47	56	66	39	35	25	79	73	48
CCNC1(C(N)=O)CCN(Cc2ccccc2)CC1	103	99	164	99	93	100	99	171	86
O=C(O)c1ccc(Nc2nc(O)c(C=Nc3ccc(Cl)cc3)s2)cc1	99	109	105	102	98	104	99	105	104
O=C(OCC(O)CO)c1ccccc1Nc1ccnc2cc(Cl)ccc12 (centres undefined)	nt	99	104	94	95	79	102	97	98
NCCCCCCCCC(=O)O	102	103	92	104	91	98	92	92	96
CN(C)C(=O)C1=NC(Cc2ccccc2)C(=O)N(c2ccc(Cl)cc2)N1 (centres undefined)	100	104	102	101	95	100	98	101	103
CC1=CC2C=C(C3N(c4ccccc4)NC(=O)[C@@H]4CCCN34)C(=O)NC2C=C1 (some centres undefined)	99	87	97	96	78	96	104	91	93
CN(C)c1ccc(C(=O)Nc2nc3c(F)c(F)c(F)c(F)c3s2)cc1	99	108	105	93	103	93	88	101	97
COc1cc(C(NC(=O)N2C(=O)C=CC2=O)NC(=O)N2C(=O)C=CC2=O)ccc1O	97	120	105	98	82	96	101	98	103
CC(=O)c1ccc(-c2ccc([N+](=O)[O-])cc2)cc1	106	99	105	112	125	115	106	98	98
CCc1cccc2c1NC(=O)C2=O	90&107	103&107	105&109	97&102	91&90	99&148	96&112	106&111	108&100
CCCCCCCCCCCCCCCCCCNC(=S)Nc1ccccc1	107	102	104	101	89	nt	91	112	112
O=C(O)c1ccc(CNC(=O)c2nc(-c3ccccc3)n(-c3ccc(Cl)cc3)n2)cc1	94	105	103	95	83	96	101	95	96
CC1(C)CC(=O)C2=C(C1)NC(=O)CC2	98	115&102	105&114	92	140&87	100&88	103&102	110	97&103
CCCCNC(=S)NCCCC	98&99	98&105	104	97&103	92&97	111&97	99&98	97	95&94
C=C(C)COC(OCC(=C)C)C(C)C	98	104	104	99	83	116	94	99	106
CC(C)CC(=O)c1c2c(c3oc(=O)cc(-c4ccccc4)c3c1O)C=CC(C)(C)O2	102	111	104	102	92	99	100	106	95
Cc1ccccc1C(=O)c1ccccc1C	105	92	102	100	92	102	92	102	93

Next section (3 carried over from the part before).
SMILES	U251	HCC-2998	KM12	SNB-19	SNB-75	SF-295	SF-539	SF-268	HCT-116
C=C(C)COC(OCC(=C)C)C(C)C	98	104	104	99	83	116	94	99	106
CC(C)CC(=O)c1c2c(c3oc(=O)cc(-c4ccccc4)c3c1O)C=CC(C)(C)O2	102	111	104	102	92	99	100	106	95
Cc1ccccc1C(=O)c1ccccc1C	105	92	102	100	92	102	92	102	93
CC1=CC(=O)CC(c2ccccc2)C1 (centres undefined)	100&107	105&98	99&106	103&109	98	102&104	108&98	94&99	102&99
COc1ccc(NC(=O)Nc2ccc(C#N)cc2)cc1	101	104&103	96&99	101&107	123&114	106&78	101&90	108&109	105&99
O=C(CC(C(=O)c1ccccc1)N1CCOCC1)c1ccccc1 (centres undefined)	88	104	105	96	101	93	97	98	77
O=C1[C@@H](OS(=O)(=O)CC(F)(F)F)[C@H](c2ccc(F)cn2)N1c1cc2c3ccccc3ccc2c2ccccc12	69	105	87	78	83	83	87	79	79
CC(OC(=O)c1ccccc1)c1ccccc1 (centres undefined)	94	101	98	nt	68	110	98	113	102
CCOc1ccc(Nc2nnc(C(=O)c3c[nH]c4ccccc34)o2)cc1	97	38	38	98	94	107	111	104	77
COc1ccc(CCN2CC(=O)NC(=O)C2)cc1OC	98	nt	101	100	93	104	99	102	95
C=C(CBr)[C@@H]1CC[C@]2(COC(C)=O)CC[C@]3(C)[C@H](CC[C@@H]4[C@@]5(C)CC[C@H](OC(C)=O)C(C)(C)[C@@H]5CC[C@]43C)[C@@H]12	105	115	96	103	85	100	101	92	96
CCCCCCCn1cc2c(N[C@H](C)c3ccccc3)ncnc2n1	102	116	100	94	92	95	99	102	104
O=Cc1cn(S(=O)(=O)c2ccc(Cl)cc2Cl)c2ccccc12	95	94	99	97	82	99	103	102	87
COC(=O)C1=C(C(=O)c2ccco2)C(c2cc(OC)c(OC)c(OC)c2)C(C#N)=C(N)O1 (centres undefined)	100	105	107	101	81	107	99	108	104
O=C(O)/C=C/c1cc2c(cc1[N+](=O)[O-])OCO2	107	104	104	99	80	99	111	101	110
Nc1nc(Nc2ccccc2SSc2ccccc2Nc2nc(N)nc(-c3ccc(C(F)(F)F)cc3)n2)nc(-c2ccc(C(F)(F)F)cc2)n1	41	93	45	58	86	65	88	50	51
S=c1cc(S)c2cc(Br)ccc2[nH]1	98	102	101	94	105	100	98	99	78
CCN(c1ncc(C(=O)O)cn1)c1cc2c(cc1C)C(C)(C)CCC2(C)C	88	110	106	105	95	92	97	95	104
OC1(c2ccccc2)c2ccccc2Oc2ccccc21	98	117	108	105	100	107	92	98	87
CCS(=O)(=O)Nc1ccc(C(=O)CC2(O)C(=O)Nc3ccccc32)cc1 (centres undefined)	105	100	101	101	69	102	96	97	104
O=c1c2cc(Cl)ccc2oc2ccc(OCCCCCN3CCCCCC3)cc12	69	89	85	92	92	97	94	87	58
COC(=O)c1[nH]c(=O)[nH]c(=O)c1[N+](=O)[O-]	97	109	102	107	88	100	102	97	97
O=C(CSc1nc2ccccc2c(=O)[nH]1)NNC(=O)c1ccc(Cl)cc1	113	100	105	94	88	94	98	103	106
Oc1ccc(Cl)cc1C(c1cc(Cl)ccc1O)C(Cl)(Cl)Cl	12	-45*	-55*	24	4.4*	10	31	20	-35*
CC(=O)OCCc1ccccc1	100	87	150	102	74	101	103	128	95
CCNC(=O)C(=O)[C@H](Cc1ccccc1)NC(=O)c1[nH]c2ccccc2c(=O)c1C	99	100	100	97	83	100	99	97	91
CCN(C(=O)Nc1cccc2ccccc12)c1ccccc1	98	103	108	102	92	nt	94	104	106
C=C(C)[C@@H]1CC[C@]2(C)CC[C@]3(C)[C@H](CC[C@@H]4[C@@]5(C)C/C(=C/c6cccnc6)C(=O)C(C)(C)[C@@H]5CC[C@]43C)[C@@H]12	95	94	108	103	93	102	99	102	94
CSc1nccc(-c2c(-c3ccc(F)c(OCc4ccc(F)cc4)c3)nc3sccn23)n1	60	93	80	73	113	80	73	84	51
CCOC(=O)c1ccccc1-c1c2ccc(=[N+](C)C)cc-2oc2cc(N(C)C)ccc12	15	97	7.3*	18	7.7*	-27*	-5.5*	21	4.3*
COc1ccc(-c2nc3ccccc3c(=O)n2-c2ccc(NS(=O)(=O)C3C(=O)ON=[N+]3c3ccc(C)cc3)cc2)cc1 (centres undefined)	92	nt	102	101	98	103	99	108	114
CCCCOc1ccc(NC(=O)n2nc(N=NN(C)C)c3ccc(Cl)cc32)cc1	118	113	110	106	89	101	104	102	91
O=C1N(C[P+](c2ccccc2)(c2ccccc2)c2ccccc2)CCCN1C[P+](c1ccccc1)(c1ccccc1)c1ccccc1	95	nt	111	98	88	96	106	115	97
COc1ccc2c(c1)c1n[nH]c(=S)nc1n2CC(=O)O	100	104	105	100	141	98	96	111	104
Cc1c(C(=O)OCCO)cc(-c2ccc(Cl)cc2)n1-c1ccccc1	73	121	74	93	84	85	91	77	64
COc1cccc(Cn2cc(C(=O)Nc3cccnc3Nc3cc(OC)cc(OC)c3)nn2)c1	105	116	99	100	101	100	107	83	107
CCOC(=O)/C(C)=N\Nc1cccc([N+](=O)[O-])c1	101	109	101	106	81	102	100	114	99
CC(O)CC(C)(C)N (centres undefined)	117	106	109	105	101	113	95	106	106
CC(=O)Nc1ccc(S(=O)(=O)CCc2ccncc2)cc1	92	99	106	100	92	103	109	93	108
Oc1cccc(-c2nc(-c3nn(CN4CCCCC4)c(=S)o3)cc3c2[nH]c2ccccc23)c1	91	98	93	99	97	101	109	106	93
